EBV LMP1 NFkB – reduces LMP1-driven NF-kappaB luciferase signal | LMP1-induced NF-kappaB luciferase reporter cells, luminescence | inhibition, % at 12.5 µM | 350,000 compounds, 0.69% hits | AID 504558; in the data active = inhibition above about 41%;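 also: 0% = neutral control wells and 100% = reference inhibitor control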
MC4R antagonist – human MC4R antagonism in cAMP assay. P32245. MC4R-expressing cells, MTII-stimulated cAMP, LANCE TR-FRET. inhibition, % at 6.5 µM. 360,000 compounds, 0.48% hits. AID 540295;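 active = inhibition above its plate's cutoff, the mean of tested wells on that plate plus 3 SD, cut at about 29% in these data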;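 also: 0% = Melanotan II alone and 100% = Melanotan II plus saturating MCL0020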
Target sequence (P32245 whole entry, looked up): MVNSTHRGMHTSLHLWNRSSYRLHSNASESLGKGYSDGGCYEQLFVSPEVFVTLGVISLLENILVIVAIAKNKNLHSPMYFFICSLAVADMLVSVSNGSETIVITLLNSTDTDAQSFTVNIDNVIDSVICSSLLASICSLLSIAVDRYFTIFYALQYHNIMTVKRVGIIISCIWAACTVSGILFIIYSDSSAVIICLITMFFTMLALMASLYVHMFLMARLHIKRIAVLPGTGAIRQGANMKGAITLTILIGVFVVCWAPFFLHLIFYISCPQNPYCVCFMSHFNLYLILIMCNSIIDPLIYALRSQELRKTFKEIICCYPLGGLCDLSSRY
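Assay system: human MC4R-expressing U2OS cells; reagent: Melanotan II stimulation of cells; dosing: 6.5 µM single dose; timing: compound 30 min, challenge 1 h, detection 1 h; signal: TR-FRET cAMP assay; replicates: one well per compound, no replicates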
NR5A2 inv ag – suppresses constitutive activity of human LRH-1 | O00482 | HEK293T StAR-luciferase reporter, LRH-1 transfected, 24 h | inhibition, % at 3.6 µM | 360,000 compounds, 0.13% hits | AID 602396;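 active = inhibition above the mean inhibition of all tested compounds plus 3 SD, cut at about 73% in these data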;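 also: 0% = DMSO wells and 100% = reporter-only cells lacking LRH-1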
ABHD5-PLIN5 inh – ABHD5-PLIN5 protein interaction inhibition; Split G. princeps luciferase complementation, luminescence, 4 h; inhibition, % at 4 µM; 360,000 compounds, 0.78% hits;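 active = inhibition above the mean inhibition across every tested compound plus 3 SD, cut at about 22% in these data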;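 also: 0% = DMSO only wells and the 100% control is not disclosed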
SRC2 inh – inhibits human steroid receptor coactivator 2; Q15596; HEK293 GAL4-SRC2 luciferase reporter, luminescence; inhibition, % at 9 µM; 370,000 compounds, 0.17% hits; AID 651957;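 active = inhibition above the mean inhibition of all tested compounds plus 3 SD, set per campaign, cut at about 52% in these data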;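 also: 0% = DMSO treated cells and 100% = cells given Gossypol at 36 µM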
TLR9-MyD88 inh – inhibitors of human TLR9-MyD88 binding. Q9NR96+Q99836. CHO BLA complementation TLR9-MyD88, CCF4 FRET ratio. inhibition, % at 4.98 µM. 340,000 compounds, 0.21% hits. AID 504734;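 active = inhibition above the mean over all tested compounds plus 3 SD, cut at about 21% in these data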;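 also: 0% = DMSO only wells and 100% = clavulanate BLA inhibitor control wells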
NR2F2 inh – inhibitors of human COUP-TFII (NR2F2) | AID 686940 | 370,000 compounds, 0.7% hits | inhibition, % at 8.6 µM | HEK293T NGFI-A luciferase reporter, luminescence;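 active = inhibition above a per-plate cutoff, mean inhibition of test wells between control levels plus 3 SD, cut at about 38% in these data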;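 also: cells cotransfected with COUP-TFII expression vector driving the NGFI-A reporter; 0% = median of COUP-TF2 test wells and 100% = reporter-only cells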
MC4R ag barr – human MC4R agonism via beta-arrestin; P32245; U2OS MC4R beta-arrestin complementation, luminescence; percent of melanotan II response, DMSO zero; activation, % at 8.9 µM; 360,000 compounds, 0.98% hits; AID 540308;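 active = activation above a per-plate cutoff, the mean activation of sample wells on that plate plus 3 SD, cut at about 8% in these data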
NOD2 RIPK2 PPI – blocks binding of human NOD2 to RIPK2; O43353; CHO BLA complementation NOD2-RIPK2, CCF4 ratio; inhibition, % at 4.98 µM; 360,000 compounds, 0.38% hits; AID 624267; in the data active = inhibition above about 21%;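 also: 0% = vehicle only and 100% = reference blocker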
Target sequence (O43353 whole entry, looked up): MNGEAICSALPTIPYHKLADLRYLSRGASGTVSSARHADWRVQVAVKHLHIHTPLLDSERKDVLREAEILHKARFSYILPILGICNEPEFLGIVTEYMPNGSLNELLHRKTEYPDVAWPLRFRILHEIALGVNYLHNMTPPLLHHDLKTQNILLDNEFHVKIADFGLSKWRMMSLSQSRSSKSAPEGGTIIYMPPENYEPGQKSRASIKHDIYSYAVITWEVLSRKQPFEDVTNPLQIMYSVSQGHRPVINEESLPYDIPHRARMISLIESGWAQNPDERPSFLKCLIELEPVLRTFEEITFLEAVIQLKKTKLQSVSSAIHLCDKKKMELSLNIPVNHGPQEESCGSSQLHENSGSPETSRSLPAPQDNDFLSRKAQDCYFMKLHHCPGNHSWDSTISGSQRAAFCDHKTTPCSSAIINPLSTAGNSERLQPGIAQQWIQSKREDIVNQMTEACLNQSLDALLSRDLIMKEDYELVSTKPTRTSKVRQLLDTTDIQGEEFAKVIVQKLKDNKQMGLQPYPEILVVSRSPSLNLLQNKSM
SRC1 inh – inhibits human SRC1 coactivator | 360,000 compounds, 0.12% hits | inhibition, % at 3.6 µM | HEK293 GAL4-SRC1 luciferase reporter, luminescence | Q15788 | AID 588354;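 active = inhibition above the campaign mean plus 3 SD, with each screening campaign given its own cutoff, cut at about 60% in these data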;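 also: 0% = DMSO treated cells and 100% = gossypol at 36 µM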
SRC3 inh – inhibits human SRC3 coactivator; Q9Y6Q9; HEK293 GAL4-SRC3 luciferase reporter, luminescence; inhibition, % at 3.6 µM; 360,000 compounds, 0.17% hits; AID 588352;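 active = inhibition above a per-campaign cutoff, the mean of all compounds plus 3 SD, cut at about 60% in these data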;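 also: 0% = DMSO-treated cells and 100% = gossypol-treated cells at 36 µM; higher means less SRC3-driven luciferase light from the GAL4 reporter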
* marks the source's active call; other numbers are inactive results. These rows are one share of the data. The share of hits here may be higher or lower than overall.

CC1Oc2ccccc2C=C1/C=N/NC(=O)c1ccncc1 (stereo not given) was read as EBV LMP1 NFkB -3, MC4R antagonist -21, NR5A2 inv ag -14, ABHD5-PLIN5 inh 0, SRC2 inh 16, TLR9-MyD88 inh -12, NR2F2 inh -14, MC4R ag barr -0.6, NOD2 RIPK2 PPI -3, SRC1 inh -4 and SRC3 inh 12.
Cc1ccccc1OCc1nnc(SCC(=O)NCc2ccccc2)n1C was read as EBV LMP1 NFkB -1, MC4R antagonist 10, NR5A2 inv ag -7, ABHD5-PLIN5 inh -1, SRC2 inh -12, TLR9-MyD88 inh 7, NR2F2 inh 10, MC4R ag barr -0.4, NOD2 RIPK2 PPI -13, SRC1 inh -3 and SRC3 inh 7.
Screening CC(C)c1ccc(C(C(C(=O)c2ccccc2)N2CCOCC2)N2CCOCC2)cc1 (stereo not given) returned EBV LMP1 NFkB -6, MC4R antagonist 5, NR5A2 inv ag -30, ABHD5-PLIN5 inh 3, SRC2 inh -11, TLR9-MyD88 inh 10, NR2F2 inh -5, MC4R ag barr -0.8, NOD2 RIPK2 PPI 4, SRC1 inh -19 and SRC3 inh -29.
`CCCP(=O)(CC(=O)N(CC)CC)c1ccccc1` (stereo not given) gave EBV LMP1 NFkB 3, MC4R antagonist 2, NR5A2 inv ag -1, ABHD5-PLIN5 inh -1, SRC2 inh -40, TLR9-MyD88 inh 4, NR2F2 inh -2, MC4R ag barr -2.2, NOD2 RIPK2 PPI 2, SRC1 inh 0 and SRC3 inh -20.
For Cc1cc(Br)c(NC(=O)COC(=O)C2CCCCC2)c(Br)c1 the results were EBV LMP1 NFkB 0, MC4R antagonist -3, NR5A2 inv ag 6, ABHD5-PLIN5 inh -2, SRC2 inh 29, TLR9-MyD88 inh 0, NR2F2 inh 0, MC4R ag barr 1.8, NOD2 RIPK2 PPI -6, SRC1 inh 7 and SRC3 inh 9.
`CCc1ccc(CNC(=O)Cn2nc(-c3ccccc3)ccc2=O)cc1` gave EBV LMP1 NFkB -2, MC4R antagonist -8, NR5A2 inv ag 16, ABHD5-PLIN5 inh 15, SRC2 inh 1, TLR9-MyD88 inh 5, NR2F2 inh -18, MC4R ag barr 3.9, NOD2 RIPK2 PPI 6, SRC1 inh -43 and SRC3 inh 16.
For O=C(Nc1nccs1)c1sc2cc(Cl)ccc2c1Cl the results were EBV LMP1 NFkB -3, MC4R antagonist 1, NR5A2 inv ag -46, ABHD5-PLIN5 inh 2, SRC2 inh -53, TLR9-MyD88 inh -12, NR2F2 inh -27, MC4R ag barr 10*, NOD2 RIPK2 PPI -10, SRC1 inh -70 and SRC3 inh -89.
`O=C(NCc1ccccc1Cl)c1ccc2c(=O)n(CC3CCCO3)c(=S)[nH]c2c1` (stereo not given) gave EBV LMP1 NFkB 20, MC4R antagonist 14, NR5A2 inv ag 5, ABHD5-PLIN5 inh -8, SRC2 inh 4, TLR9-MyD88 inh 4, NR2F2 inh 20, MC4R ag barr 0.1, NOD2 RIPK2 PPI -6, SRC1 inh -14 and SRC3 inh 5.
Cc1cccc(C)c1NC(=O)CSc1ncnc2[nH]ncc12 was read as EBV LMP1 NFkB -2, MC4R antagonist 4, NR5A2 inv ag -21, ABHD5-PLIN5 inh -5, SRC2 inh -3, TLR9-MyD88 inh 0, NR2F2 inh 0, MC4R ag barr -0.7, NOD2 RIPK2 PPI -3, SRC1 inh -11 and SRC3 inh -8.
Screening Cc1c(Cl)cccc1NC(=O)Cn1nc(C)n2cccc2c1=O returned EBV LMP1 NFkB -6, MC4R antagonist 1, NR5A2 inv ag 6, ABHD5-PLIN5 inh 5, SRC2 inh 9, TLR9-MyD88 inh 4, NR2F2 inh -3, MC4R ag barr -1.1, NOD2 RIPK2 PPI -6, SRC1 inh 12 and SRC3 inh 4.
For COc1cc(/C=C2/C(=O)NN(c3cccc(F)c3)C2=O)ccc1OC(=O)c1ccco1 the results were EBV LMP1 NFkB -13, MC4R antagonist 1, NR5A2 inv ag -5, ABHD5-PLIN5 inh -4, SRC2 inh 1, TLR9-MyD88 inh 5, NR2F2 inh 9, MC4R ag barr 0.9, NOD2 RIPK2 PPI -9, SRC1 inh 0 and SRC3 inh 5.
CCOC(=O)N1CCN(C(=O)c2ccccc2NC(C)=O)CC1 was read as EBV LMP1 NFkB 6, MC4R antagonist -3, NR5A2 inv ag 2, ABHD5-PLIN5 inh 3, SRC2 inh -15, TLR9-MyD88 inh 8, NR2F2 inh 9, MC4R ag barr 0.2, NOD2 RIPK2 PPI 10, SRC1 inh 7 and SRC3 inh 10.
Screening Cc1cc(NC(=O)C2CCCN2C(=O)Nc2cccc(Cl)c2)ccc1-n1cnnn1 (stereo not given) returned EBV LMP1 NFkB 13, MC4R antagonist 1, NR5A2 inv ag -4, ABHD5-PLIN5 inh -4, SRC2 inh 27, TLR9-MyD88 inh 7, NR2F2 inh 17, MC4R ag barr -1.1, NOD2 RIPK2 PPI 2, SRC1 inh -16 and SRC3 inh 17.
For CSCCC(NC(=O)COc1ccccc1)C(=O)NC1CCC(C)CC1 (stereo not given) the results were EBV LMP1 NFkB 3, MC4R antagonist 1, NR5A2 inv ag 6, ABHD5-PLIN5 inh -1, SRC2 inh -21, TLR9-MyD88 inh 1, NR2F2 inh -9, MC4R ag barr -1.3, NOD2 RIPK2 PPI 4, SRC1 inh 2 and SRC3 inh 9.
Screening Cc1cc(C)c(C(=O)Nc2cccc(F)c2)c(Cl)n1 returned EBV LMP1 NFkB -1, MC4R antagonist 25, NR5A2 inv ag 2, ABHD5-PLIN5 inh -2, SRC2 inh -4, TLR9-MyD88 inh 0, NR2F2 inh -8, MC4R ag barr 0.2, NOD2 RIPK2 PPI -2, SRC1 inh -10 and SRC3 inh -2.
CN1CCCN(C(=O)c2ccc(Cl)s2)CC1 was read as EBV LMP1 NFkB -7, MC4R antagonist 5, NR5A2 inv ag 3, ABHD5-PLIN5 inh -11, SRC2 inh -17, TLR9-MyD88 inh 0, NR2F2 inh 5, MC4R ag barr -1.4, NOD2 RIPK2 PPI -10, SRC1 inh 2 and SRC3 inh -13.
`CC1CCCC(C)N1/N=C/c1ccccc1C(=O)O` (stereo not given) gave EBV LMP1 NFkB 3, MC4R antagonist 5, NR5A2 inv ag -1, ABHD5-PLIN5 inh -16, SRC2 inh -1, TLR9-MyD88 inh 5, NR2F2 inh 13, MC4R ag barr -1.9, NOD2 RIPK2 PPI 1, SRC1 inh 16 and SRC3 inh 10.
`N#CCc1ccc(NC(=O)/C=C/c2ccc([N+](=O)[O-])o2)cc1` gave EBV LMP1 NFkB 30, MC4R antagonist -11, NR5A2 inv ag -10, ABHD5-PLIN5 inh 10, TLR9-MyD88 inh -10, MC4R ag barr -1.1, NOD2 RIPK2 PPI 18, SRC1 inh -81 and SRC3 inh -45.
Screening COc1cccc(NC(=S)NCc2cccs2)c1 returned EBV LMP1 NFkB -5, MC4R antagonist 13, NR5A2 inv ag 1, ABHD5-PLIN5 inh 1, SRC2 inh -2, TLR9-MyD88 inh 5, NR2F2 inh -10, MC4R ag barr 1.5, NOD2 RIPK2 PPI -6, SRC1 inh -3 and SRC3 inh 0.
CC(Nc1nc(N2CCN(S(C)(=O)=O)CC2)nc2ccccc12)c1ccccc1 (stereo not given) was read as EBV LMP1 NFkB -3, MC4R antagonist 10, NR5A2 inv ag 9, ABHD5-PLIN5 inh 5, SRC2 inh -21, TLR9-MyD88 inh 11, NR2F2 inh -8, MC4R ag barr -1.7, NOD2 RIPK2 PPI -2, SRC1 inh 2 and SRC3 inh -13.

2 successive entries out of the list so far, quoted:
Screening Cc1cc(NC(=O)C2CCCN2C(=O)Nc2cccc(Cl)c2)ccc1-n1cnnn1 (stereo not given) returned EBV LMP1 NFkB 13, MC4R antagonist 1, NR5A2 inv ag -4, ABHD5-PLIN5 inh -4, SRC2 inh 27, TLR9-MyD88 inh 7, NR2F2 inh 17, MC4R ag barr -1.1, NOD2 RIPK2 PPI 2, SRC1 inh -16 and SRC3 inh 17.
For CSCCC(NC(=O)COc1ccccc1)C(=O)NC1CCC(C)CC1 (stereo not given) the results were EBV LMP1 NFkB 3, MC4R antagonist 1, NR5A2 inv ag 6, ABHD5-PLIN5 inh -1, SRC2 inh -21, TLR9-MyD88 inh 1, NR2F2 inh -9, MC4R ag barr -1.3, NOD2 RIPK2 PPI 4, SRC1 inh 2 and SRC3 inh 9.

Next part:
CC(/C=C1\N=C(SCc2ccccc2Cl)SC1=O)=C\c1ccccc1 was read as EBV LMP1 NFkB 1, MC4R antagonist -1, NR5A2 inv ag 16, ABHD5-PLIN5 inh 0, SRC2 inh 6, TLR9-MyD88 inh -2, NR2F2 inh 16, MC4R ag barr -0.8, NOD2 RIPK2 PPI -4, SRC1 inh -8 and SRC3 inh -14.
Screening CC(C)c1ccc(NC(=O)C2Cc3c(-c4ccc(Cl)cc4)ccnc3O2)cc1 (stereo not given) returned MC4R antagonist 2, NR5A2 inv ag -14, ABHD5-PLIN5 inh -10, SRC2 inh -3, NR2F2 inh -31, MC4R ag barr 3.3, NOD2 RIPK2 PPI 2, SRC1 inh -33 and SRC3 inh -70.
`COC(=O)C[C@@H]1CC[C@@H](NC(C)=O)[C@@H](CO)O1` gave NR5A2 inv ag 10, ABHD5-PLIN5 inh 1, SRC2 inh -1, NR2F2 inh -7 and NOD2 RIPK2 PPI -3.
Screening COc1ccc(-c2noc(CCC(=O)N3CCN(c4ccc(Br)cc4)CC3)n2)cc1 returned EBV LMP1 NFkB 12, MC4R antagonist -1, NR5A2 inv ag 9, ABHD5-PLIN5 inh 6, SRC2 inh -7, TLR9-MyD88 inh -2, NR2F2 inh -8, MC4R ag barr -1.4, NOD2 RIPK2 PPI -7, SRC1 inh 9 and SRC3 inh 1.
For COc1ccc2c(c1)c1nc3n(c(=O)c1n2CC(=O)Nc1ccccc1)CCCS3 the results were EBV LMP1 NFkB 0, MC4R antagonist 6, NR5A2 inv ag 11, ABHD5-PLIN5 inh -1, SRC2 inh 2, TLR9-MyD88 inh 4, NR2F2 inh -2, MC4R ag barr 0.2, NOD2 RIPK2 PPI 3, SRC1 inh 16 and SRC3 inh 15.
`CCCCC(=O)NCCc1cc2c(OC)ccc(OC)c2[nH]c1=O` gave EBV LMP1 NFkB 3, MC4R antagonist -2, NR5A2 inv ag 3, ABHD5-PLIN5 inh -5, SRC2 inh -31, TLR9-MyD88 inh -3, NR2F2 inh 4, MC4R ag barr -1.3, NOD2 RIPK2 PPI -4, SRC1 inh 4 and SRC3 inh 3.
Cc1cc(C)cc(NC(=O)COC(=O)CCCC2=NS(=O)(=O)c3ccccc3N2)c1 was read as EBV LMP1 NFkB -7, MC4R antagonist 9, NR5A2 inv ag -11, ABHD5-PLIN5 inh 0, SRC2 inh -3, TLR9-MyD88 inh 2, NR2F2 inh 1, MC4R ag barr -2.3, NOD2 RIPK2 PPI -5, SRC1 inh 11 and SRC3 inh -3.

Screening data (PubChem)
